# MPTP inh: permeability transition pore inhibition; AID 602449; inhibition, % at 10 µM; isolated mouse mitochondria, Ca2+ swelling absorbance, 30 min; 1.4% of 360,000 active;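 active = inhibition of 50% or more, scaled per plate between neutral and stimulator controls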;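 also: 0% = DMSO wells given calcium and 100% = 1 mM EGTA wells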
# * marks the source's active call; other numbers are inactive results. Only part of the results is shown; the hit share may differ from the screen's.
nr	mol	MPTP inh
1	CCCCNC(=O)C1(C)CCCCN1C(=O)c1cncc(Br)c1 (configuration not stated)	-1.3
2	COCCN1C(=O)CCC1(C)c1nnnn1-c1ccc2c(c1)OCCO2 (configuration not stated)	0.3
3	O=C(NC1CCCCC1)OC1CC2CC1[C@H]1CCCCN1C2=O (some centres not stated)	-3.4
4	COCCCNC1=C(C#N)C(=O)NC2(CCCC2)S1	-0.3
5	C(=C\c1ccccc1)/CN1CCN(C(CCc2ccccc2)c2nnnn2C2CCCCC2)CC1 (configuration not stated)	-0.5
6	CC1CC(C)CN(C(C(=O)NC2CCCCC2)c2cc3ccccc3o2)C1 (configuration not stated)	-0.8
7	O=S(=O)(c1cccc2ccccc12)N1CCC2CC1c1cc(-c3ccc4c(c3)OCO4)ccc12 (configuration not stated)	0.2
8	CN1CCN(C2CN(Cc3cn(Cc4cccc(C(F)(F)F)c4)nn3)S(=O)(=O)C2)CC1 (configuration not stated)	-0.8
9	CN(Cc1ccncc1)C(=O)[C@@H]1CCCN1C(=O)[C@@H]1CCCN1	-0.8
10	Cc1ccc(S(=O)(=O)CCC(=O)OCCOc2ccc(Br)cc2)cc1	0.0
11	Cc1ccc(S(=O)(=O)N2C[C@H]3C(=O)C[C@@H](c4ccccc4)N(S(=O)(=O)c4ccc(C)cc4)[C@H]3C[C@H]2c2ccccc2Cl)cc1	1.6
12	COc1ccc(NC(=O)C2Cc3c(-c4ccc5c(c4)OCO5)ccnc3O2)cc1 (configuration not stated)	-0.6
13	CCc1nc2ccc(C(=O)NCCNC(C)=O)cn2c1N(CCC(C)C)CCN(C)C	-1.0
14	COc1ccc(-c2cnc3c(NC(C)=O)cc(-c4cccc(C(=O)N(C)C)c4)cn23)cc1OC	1.2
15	O=C(Nc1ccccc1Cl)c1cc(C2CCCCN2C(=O)c2ccccc2)on1 (configuration not stated)	-0.3
16	C[C@@H]1CN([C@H](C)CO)C(=O)CCCn2cc(nn2)CO[C@H]1CN(C)C(=O)Nc1ccccc1C(F)(F)F	0.9
17	CC1(C(=O)Nc2cccc3cccnc23)CCN1C(=O)Cc1ccc(Cl)cc1Cl (configuration not stated)	-3.4
18	COc1ccc(N(CC(=O)Nc2ccc(S(=O)(=O)N3CCOCC3)cc2)S(C)(=O)=O)cc1OC	0.0
19	CC(=O)Nc1ccc(-c2ccnc3c2CC(C)(C(=O)NCc2ccncc2)O3)cc1 (configuration not stated)	0.5
20	COc1cc(Br)cc(C(=O)N2CCc3ccccc32)c1OC	-0.5
21	CCC(=O)N(c1nnc(SC(C)C(=O)Nc2ccc(N3CCOCC3)cc2)s1)C1CC1 (configuration not stated)	6.7
22	c1cc(-c2ccc3nncn3c2)ccc1CN1CCOCC1	18.9
23	CSc1ccccc1-c1ccc2nccn2c1	0.1
24	COc1cccc(NC(=O)COC(=O)c2ccc3c(c2)OCCO3)c1	0.5
25	COC(=O)c1cc(=O)c2c(ccc3oc(=O)ccc32)[nH]1	-0.7
26	CCCCC(c1nc2ccccc2[nH]1)n1c(=O)c(-c2ccccc2)nc2cc(C)c(C)cc21 (configuration not stated)	1.4
27	O=C1c2ccccc2C(c2nnnn2Cc2ccccc2)N1Cc1cccnc1 (configuration not stated)	0.2
28	OC[C@@H]1CN(Cc2ccc3c(c2)OCO3)C[C@H](n2cnc3c(NCc4ccc(F)cc4)ncnc32)O1	-0.2
29	Cn1ccc2c(-c3ccc(C(N)=O)cc3)cc3c(c21)C1CCC3O1 (configuration not stated)	-1.2
30	C=CCN(CC=C)Cc1cc(=O)oc2ccc3ccccc3c12	1.2
31	CC1(C(=O)NCc2ccccc2)CSCC(=O)N1CCCn1ccnc1 (configuration not stated)	-0.3
32	COc1cc(C=NCc2ccccc2)ccc1O	-0.2
33	COCCNC(=O)C1(C)CCCN(Cc2ccc(OC)cc2)C1 (configuration not stated)	0.9
34	COc1ccc(NC(=O)c2ccc3c(c2)CCN3S(C)(=O)=O)cc1	2.1
35	CCCCCc1c(-c2ccc(F)cc2)ncn1CCc1ccccc1OC	3.8
36	C[C@H]1CN([C@@H](C)CO)S(=O)(=O)c2ccc(Br)cc2O[C@H]1CN(C)C(=O)C1CCC1	-2.1
37	CC1(C)Cc2cccc(OC(=O)NC3CCCCC3)c2O1	-1.4
38	CCOC(=O)C1(C)CCCCCN1C(=O)c1csnn1 (configuration not stated)	-1.1
39	CN(C)S(=O)(=O)n1cc(/C=C(\NC(=O)c2ccccc2F)C(=O)N2CCCCC2)c2ccccc21	0.8
40	CCC(CC)CN1CCC(CN2CCNC(=O)C2=O)CC1	0.8
41	CCc1nc2ccc(C(=O)NCC3CCCCC3)cn2c1N(C)C(=O)c1cccc(OC)c1	1.7
42	O=C(NCCc1ccccc1)c1ccc(-c2ccc(F)c(F)c2)c2ccoc12	-1.9
43	O=C(NCc1ccc(Cl)c(Cl)c1)c1cc(C2CCCCN2C(=O)c2ccccc2)on1 (configuration not stated)	0.9
44	O=C(Nc1ccc(Cl)cc1)N[C@@H]1CC[C@H](CCNS(=O)(=O)c2ccccc2F)O[C@@H]1CO	0.6
45	CN1CCN(c2ncnc3c2ncn3[C@H]2CN(Cc3ccc(-c4ccccc4)cc3)C[C@@H](CO)O2)CC1	-0.3
46	COC(=O)[C@]12CCCCC=C1N(Cc1ccccc1)C(=O)[C@H](CC(=O)NCC1CCCCC1)C2	-0.2
47	CN(C)c1ncnc2c1nnn2C1OC(CO)C(O)C1O (configuration not stated)	-1.4
48	Cc1ccsc1C(=O)N1CCCC(C)(C(=O)NS(=O)(=O)C2CC2)C1 (configuration not stated)	-0.4
49	CC1=C(C(=O)N2CCOCC2)CC(CC(=O)NCCc2ccccn2)C(=O)N1Cc1ccc(F)cc1 (configuration not stated)	-0.8
50	O=C(NC1CCCC1)C1C(c2ccc(C(F)(F)F)cc2)=Nc2ccccc2N1C(=O)c1cc2ccccc2[nH]1 (configuration not stated)	1.3
51	CN(CCOc1ccccc1)Cc1ccccc1	0.0
52	COC1=CC(=O)OC(c2cccc(Cl)c2)C1 (configuration not stated)	0.7
53	O=C(NCc1ccccc1)C1c2ccccc2OCC(=O)N1Cc1ccccc1 (configuration not stated)	0.6
54	CCCCNC(=O)C1C(c2ccc(C(F)(F)F)cc2)=Nc2ccccc2N1C(=O)C1CCN(C(C)=O)CC1 (configuration not stated)	-0.3
55	CO[C@H]1CN(C)C(=O)c2ccc(NC(=O)C3CCC3)cc2OC[C@H](C)N(CC2CCCCC2)C[C@@H]1C	6.2
56	O=S1(=O)N[C@@H](Cc2ccccc2)COc2cc(N3CCN(Cc4ccccc4F)CC3)ccc21	0.6
57	C[C@@H]1CN([C@@H](C)CO)C(=O)CCCn2nncc2CO[C@@H]1CN(C)S(=O)(=O)c1ccc(-c2ccccc2)cc1	-0.2
58	OCCN1CCN(c2ncnc3c2ncn3[C@H]2CN(Cc3cccc(C(F)(F)F)c3)C[C@@H](CO)O2)CC1	-1.3
59	C=C(C)Cn1c2ccc(NC(=O)CCOCC)cc2c(=O)n1C	-1.0
60	CCc1nc2ccc(C(=O)NCCCN3CCCC3=O)cn2c1N(CC)Cc1cccc(Br)c1	0.3

# (cont.)
nr	mol	MPTP inh
61	CCCCNC(=O)C1(C)CCCCN1C(=O)c1cc(-c2ccccc2)cs1 (configuration not stated)	-1.0
62	CN1CCC(N2CCN(C3CN(Cc4cn(Cc5ccc(F)cc5)nn4)S(=O)(=O)C3)CC2)CC1 (configuration not stated)	-2.8
63	CC(=O)Nc1cc(-c2cccnc2)cn2c(-c3cccc(C(F)(F)F)c3)cnc12	-1.3
64	Cc1ccc(Cl)cc1-c1cc(C(=O)NCc2ccco2)[nH]n1	-0.9
65	CCN(CC)C(=O)C1=C(C)N(CCCN2CCCC2=O)C(=O)C(CC(=O)NC2CC2)C1 (configuration not stated)	0.0
66	CCCCC(=O)N(C)c1c(CC)nc2c(OCC(=O)c3ccc(F)cc3)cccn12	0.0
67	CC(C)NC(=O)C1C(c2ccccc2)=Nc2ccccc2N1C(=O)c1ccc(C(F)(F)F)cc1 (configuration not stated)	-0.9
68	CCOC1=C2CN(S(=O)(=O)c3ccc(C)cc3)[C@H](c3cccc(Cl)c3)C[C@H]2[C@H]2C(=O)N(c3ccccc3)C(=O)[C@H]2C1	1.7
69	COc1ccc(-n2sc3ccccc3c2=O)cc1	5.8
70	CCn1cc(/C=C(\NC(=O)c2ccccc2OC)C(=O)N2CCOCC2)c2ccccc21	-0.4
71	CC(C)C[C@@H](CN1CCC[C@H]1CN1C(=O)C(=O)NC[C@@H]1Cc1ccc(O)cc1)N1C[C@H](Cc2ccc(O)cc2)N(CC2CCCCCC2)C(=O)C1=O	-3.2
72	C#CCNC(=O)C[C@@H]1C[C@@]2(C(=O)OCC)CCC=C2N(Cc2ccc3c(c2)OCO3)C1=O	0.3
73	CC1(c2nnnn2Cc2ccccc2)CCC(=O)N1Cc1cccnc1 (configuration not stated)	-1.4
74	COc1ccc(Cc2c(-c3ccccc3)nc3cc(C)c(Br)c(C)n23)c(C)c1	3.4
75	O=C1N2CCCCC1(Sc1ccccc1)CCC2 (configuration not stated)	0.7
76	O=C(O)c1cccc2c1C(=O)c1ccc(N3CCN(Cc4ccc5c(c4)OCO5)CC3)cc1S2(=O)=O	2.5
77	O=C(C[C@H]1C(=O)N(CCc2ccccc2)C[C@@H]1Cc1ccccc1)Nc1ccc(Br)cc1	0.2
78	COc1ccc(CCNC(=O)COC(=O)C2=NNC(=O)CC2)cc1	0.3
79	COC(=O)c1c[n+]([O-])ccc1OC	0.7
80	CCOC(=O)c1cc(-c2ccc(N3C(c4ccsc4)=Cc4ccccc4C3CC(C)=O)cc2)cc([N+](=O)[O-])c1 (configuration not stated)	0.2
81	CCc1nc2ccc(C(=O)NCCc3ccccn3)cn2c1N(CC)CCOC	0.4
82	CC(C)(C)OC(=O)N1CCC(NC(=O)c2[nH]cnc2C(=O)Nc2ccc(Br)cc2F)CC1	-1.4
83	CCCCN1C(=O)C(CC(=O)NCC2CCCCC2)CC(C(=O)N2CCOCC2)=C1C (configuration not stated)	-0.1
84	Nc1ncnc2c1ncn2[C@@H]1O[C@H](C(=O)N[C@@H](CO)Cc2ccccc2)[C@@H](O)[C@H]1O	0.3

# Exported with the structure last: 14 of the compounds above
nr | MPTP inh | smiles
1 | -1.3 | CCCCNC(=O)C1(C)CCCCN1C(=O)c1cncc(Br)c1 (configuration not stated)
2 | 0.3 | COCCN1C(=O)CCC1(C)c1nnnn1-c1ccc2c(c1)OCCO2 (configuration not stated)
3 | -3.4 | O=C(NC1CCCCC1)OC1CC2CC1[C@H]1CCCCN1C2=O (some centres not stated)
4 | -0.3 | COCCCNC1=C(C#N)C(=O)NC2(CCCC2)S1
5 | -0.5 | C(=C\c1ccccc1)/CN1CCN(C(CCc2ccccc2)c2nnnn2C2CCCCC2)CC1 (configuration not stated)
6 | -0.8 | CC1CC(C)CN(C(C(=O)NC2CCCCC2)c2cc3ccccc3o2)C1 (configuration not stated)
7 | 0.2 | O=S(=O)(c1cccc2ccccc12)N1CCC2CC1c1cc(-c3ccc4c(c3)OCO4)ccc12 (configuration not stated)
8 | -0.8 | CN1CCN(C2CN(Cc3cn(Cc4cccc(C(F)(F)F)c4)nn3)S(=O)(=O)C2)CC1 (configuration not stated)
9 | -0.8 | CN(Cc1ccncc1)C(=O)[C@@H]1CCCN1C(=O)[C@@H]1CCCN1
10 | 0.0 | Cc1ccc(S(=O)(=O)CCC(=O)OCCOc2ccc(Br)cc2)cc1
11 | 1.6 | Cc1ccc(S(=O)(=O)N2C[C@H]3C(=O)C[C@@H](c4ccccc4)N(S(=O)(=O)c4ccc(C)cc4)[C@H]3C[C@H]2c2ccccc2Cl)cc1
12 | -0.6 | COc1ccc(NC(=O)C2Cc3c(-c4ccc5c(c4)OCO5)ccnc3O2)cc1 (configuration not stated)
13 | -1.0 | CCc1nc2ccc(C(=O)NCCNC(C)=O)cn2c1N(CCC(C)C)CCN(C)C
14 | 1.2 | COc1ccc(-c2cnc3c(NC(C)=O)cc(-c4cccc(C(=O)N(C)C)c4)cn23)cc1OC

# (continued)
nr	mol	MPTP inh
85	CC(C)C[C@H]1CNC(=S)N1C[C@H]1CCCN1C[C@H](Cc1ccccc1)N1C[C@H](Cc2ccc(O)cc2)N(CC2CCCCCC2)C1=S	5.9
86	CC(=O)NCCNc1nc2cc(-c3cscc3C)sc2c(=O)n1C	0.0
87	CC(C)Nc1nc(Nc2ccc(F)cc2)c2sccc2n1	1.0
88	C[C@@H]1CN([C@@H](C)CO)C(=O)CCCn2nncc2CO[C@H]1CN(C)C(=O)Nc1cccc2ccccc12	-2.3
89	CCOC(=O)[C@]12CCCC=C1N(Cc1ccccc1)C(=O)[C@H](CC(=O)NCc1cccc3ccccc13)C2	-0.6
90	O=C1C=C(c2n[nH]nc2-c2ccccc2)C[C@@H](c2ccc(F)cc2)C1	0.6
91	CC(=O)Nc1ccc(CNc2nc3cc(-c4ccccc4C)sc3c(=O)n2C)cc1	1.5
92	COCCCN1C(=O)C(CC(=O)NCCCCc2ccccc2)CC(C(=O)N(C(C)C)C(C)C)=C1C (configuration not stated)	-1.4
93	Cc1ccc(Cc2c(-c3ccco3)nc3ccc(Br)cn23)cc1	-2.6
94	CCOC(=O)C1=CCN(S(=O)(=O)c2ccc(F)cc2)C1c1ccc(Br)cc1 (configuration not stated)	0.5
95	O=C(c1ccco1)N1CCN(C2CN(Cc3ccc([N+](=O)[O-])cc3)S(=O)(=O)C2)CC1 (configuration not stated)	-1.5
96	Cc1cccc(N2CCN(C(=O)COc3noc4nc(C)cc(C)c34)CC2C)c1 (configuration not stated)	0.4
97	O=C(COC(=O)C1CC(=O)N(Cc2ccccc2)C1)Nc1ccc([N+](=O)[O-])cc1Br (configuration not stated)	0.2
98	CN1OC[C@@H]2CN(Cc3ccccc3)[C@H](c3ccc(-n4ccnc4)cc3)C[C@@H]21	-1.8
99	COc1ccccc1-c1cnc(C(O)c2ccc(Cl)cc2)[nH]1 (configuration not stated)	0.9
100	COc1ccc(C)cc1N1CC(C(=O)Nc2cccc(C(=O)NC3CC3)c2)CC1=O (configuration not stated)	-0.2
101	CN(C)C(=O)c1cccc(-c2cnc3c(NC=O)cc(-c4cccc(C(F)(F)F)c4)cn23)c1	0.5
102	COc1cc2c(cc1[N+](=O)[O-])-c1ccc([N+](=O)[O-])cc1C2=NO	14.8
103	CC1(C(=O)NCc2cccc3ccccc23)CCN1CCc1ccccc1 (configuration not stated)	1.5
104	CC(C)NC(=O)C1(C)CN(S(C)(=O)=O)CC(=O)N1Cc1cccc(C(F)(F)F)c1 (configuration not stated)	-0.8
